FUS yeast rescue = rescues growth of FUS-expressing yeast; S. cerevisiae FUS-expressing, growth rescue, OD600, 24 h; Potency, µM (highest dose often 76.6 µM), without a hit: at the highest dose growth rescue (activation), actives largely listed as activators; hit rate 0.24% among 390,000; AID 1347120;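 further: plate controls were DMSO vehicle for no effect and reference control for full effect; nearly all actives have a fitted effect of over 55% in size; some results filed as inactive show a strong effect at the top dose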
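Cultures pregrown in 2.5% raffinose medium are shifted to minimal medium containing 2% galactose to express toxic FUS. Compounds are tested at several concentrations. After 24hr at 30C, growth is quantified at 600 nm absorbance.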
EPAC1 antagonist = blocks human EPAC1 exchange factor; O95398; EPAC1 GEF assay, Rap1b-BODIPY-GDP exchange fluorescence; Potency, µM (titrated, usually from 115 µM), for inactives: at the highest dose activity change, negative = inhibition, hits mostly inhibitors; hit rate 0.14% among 360,000; AID 720709;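 further: plate controls were vehicle for no effect and positive control for full effect; nearly all actives have a fitted effect of over 50% in size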
Target sequence (O95398 whole entry, looked up): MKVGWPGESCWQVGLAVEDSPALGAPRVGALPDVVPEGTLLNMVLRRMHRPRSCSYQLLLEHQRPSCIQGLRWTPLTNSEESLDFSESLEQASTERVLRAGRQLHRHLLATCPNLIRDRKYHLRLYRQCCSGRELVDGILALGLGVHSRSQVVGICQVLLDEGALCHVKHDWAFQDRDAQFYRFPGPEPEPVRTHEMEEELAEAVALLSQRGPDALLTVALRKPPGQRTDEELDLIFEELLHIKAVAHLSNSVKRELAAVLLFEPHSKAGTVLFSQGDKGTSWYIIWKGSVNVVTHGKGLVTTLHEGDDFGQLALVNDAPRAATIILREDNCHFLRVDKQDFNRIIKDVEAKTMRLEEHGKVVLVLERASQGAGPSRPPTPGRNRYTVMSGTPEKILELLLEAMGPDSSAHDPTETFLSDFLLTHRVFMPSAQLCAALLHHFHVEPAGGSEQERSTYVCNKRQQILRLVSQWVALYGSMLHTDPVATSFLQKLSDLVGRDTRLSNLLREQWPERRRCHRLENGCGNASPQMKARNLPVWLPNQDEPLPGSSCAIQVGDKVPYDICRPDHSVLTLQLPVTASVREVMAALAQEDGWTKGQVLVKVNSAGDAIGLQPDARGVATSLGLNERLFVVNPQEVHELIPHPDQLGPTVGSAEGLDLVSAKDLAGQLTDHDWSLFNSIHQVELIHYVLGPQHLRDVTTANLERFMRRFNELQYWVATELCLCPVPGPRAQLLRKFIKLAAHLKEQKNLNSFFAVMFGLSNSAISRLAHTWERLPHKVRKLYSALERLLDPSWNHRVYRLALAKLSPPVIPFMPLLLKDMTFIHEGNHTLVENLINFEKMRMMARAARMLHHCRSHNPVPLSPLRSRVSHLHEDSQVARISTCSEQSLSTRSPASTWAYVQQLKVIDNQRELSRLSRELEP
EPAC1 ag = EPAC1 (human) agonism | EPAC1 agonist qHTS, biochemical assay; response scale: 100% = response to 6.5 mM cAMP | Potency, µM (doses to about 154 µM), inactives show at the top dose activation, most hits filed as activators | hit rate 0.073% among 360,000; further: nearly all actives have a fitted effect of over 60% in size
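Fluorescent GDP-exchange assay: 100 nM EPAC1 with 250 nM Rap1B preloaded with BODIPY-GDP and 50 uM GDP; compounds tested as concentration series, 5 min at room temperature, then read every 5 min for 30 min (ex 480/em 540 nm); normalized to 6.5 mM cAMP.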
EPAC2 antag = antagonists of human EPAC2; Q8WZA2; EPAC2 GEF exchange of Rap1B-BODIPY-GDP, fluorescence; Potency, µM (top dose mostly 114 µM), inactives show at the top dose activity, negative = inhibition, usual class: inhibitors; hit rate 0.18% among 360,000; further: on the % scale 0 is the no-effect control and ±100 the full control effect; nearly all actives have a fitted effect of over 45% in size; many of its hits are not listed in these tables
EPAC2 agonist = EPAC2 (human) agonism; Q8WZA2; EPAC2 activation, biochemical qHTS; response scale: 100% = 6.5 mM cAMP response; Potency, µM (highest dose often 154 µM), for the others: top-dose activation, hits mostly activators; hit rate 0.079% among 360,000; AID 720711; further: nearly all actives have a fitted effect of over 50% in size
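Compounds were added across a concentration range to EPAC2 (100 nM), RAP1B-BODIPY-GDP (250 nM) and GDP (50 uM). After 5 min at room temperature, fluorescence was recorded at 5-min intervals for 30 min.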
aSyn rescue = rescues yeast growth from alpha-synuclein toxicity; Yeast expressing alpha-synuclein, growth rescue, BacTiter-Glo, 24 h; hit rate 0.14% among 370,000; Potency, µM (titrated, usually from 46.1 µM), inactives show at the highest dose growth rescue (activation), hits mostly activators; further: % of control where 0% means no effect; nearly all actives have a fitted effect of over 65% in size
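Readout is rescue of growth in alpha-synuclein-expressing yeast, so inhibitors of toxicity appear as activators. Growth after 24 hr at 30 deg C in galactose medium is quantified by luminescence.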
PTHR1 agonist = activates the human parathyroid hormone receptor PTHR1. HEK293 GP2 PTHR1 cells, GloSensor cAMP luminescence, 1 h. hit rate 0.075% among 410,000. Potency, µM (highest dose often 115 µM), without a hit: at the top dose activation, usual class: activators; further: nearly all actives have a fitted effect of over 55% in size; some results filed as inactive show a strong effect at the top dose; inactives centre near -15; many of its hits are not listed in these tables
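HEK-293-derived GP2 cells expressing PTHR1 and a GloSensor cAMP reporter, 3,000/well, plated overnight, given luciferin plus IBMX (each 0.5 mM as added) for 1 h at 37 °C, then compound for 1 h at 37 °C. Luminescence was read after 15 min at room temperature.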
TDP-43 yeast inh = TDP-43 toxicity inhibition in yeast; TDP-43 expressing yeast growth rescue, BacTiter-Glo, 24 h; Potency, µM (top dose mostly 46.1 µM), for the others: top-dose growth rescue (activation), most hits filed as activators; hit rate 1.8% among 410,000; further: % of control where 0% means no effect; nearly all actives have a fitted effect of over 50% in size
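In this qHTS, compounds that restore growth of yeast expressing TDP-43 appear as activators. Cells (OD600=0.02, galactose medium, raffinose-pregrown) are incubated with compound 24 hr at 30 deg C and growth is quantified by BacTiter-Glo.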
Numbers without * were called inactive; i = inactive; ? = inconclusive; nt = no result given; & = joins results of further samples; [ ] = another dose, or the depositor's remark. The call rests on the fitted dose curve; in most records, active means well fitted curve in the direction sought with a large enough effect; inconclusive means small, poorly fitted or top-dose-only effect, or another doubt; inactive means no such curve, though single readings can be large; an effect the other way counts as inactive or inconclusive. Potency means the concentration at half of the fitted maximal effect. This is a subset; rates above refer to the full screens.

molecule	EPAC2 antag	aSyn rescue	EPAC1 antagonist	EPAC1 ag	EPAC2 agonist	FUS yeast rescue	PTHR1 agonist	TDP-43 yeast inh
COC(=O)c1cc(N=Nc2c(C)[nH]c3ccccc23)cc(C(=O)OC)c1	-3%	1%	-27%	8%	-4%	-13%	i	0%
O=S(=O)(c1ccccc1)c1cnn(-c2ccccc2)c1-c1ccc(Cl)cc1	-3%	-4%	-13%	7%	14%	18%	-16%	11%
Cc1ccccc1OCC(=O)NNC(=O)c1cc(S(=O)(=O)N2CCOCC2)ccc1N1CCCC1	-3%	0%	-11%	4%	0%	-9%	i	23%
CC1CCCCC12NC(=O)N(CC(=O)Nc1ccc3c(c1)OCO3)C2=O (configuration not stated)	-13%	4%	-1%	10%	5%	-23%	-24%	14%
Cc1ccc(NC(=O)C2(NC(=O)c3cccc(N4C(=O)CSC4c4ccccc4)c3)CCCCC2)cc1 (configuration not stated)	-5%	1%	-9%	12%	-2%	28µM*	-1%[57.5 µM]	-6%
CCO[C@H]1OC(C(=O)N2CCCCCCC2)=C[C@@H](c2ccccc2)[C@@H]1CCCO	9%	-1%	-10%	-1%	2%	-5%	i	12%
CC(C)c1ccc(Nc2nnc(SCC(=O)Nc3ncc(S(=O)(=O)c4ccc([N+](=O)[O-])cc4)s3)s2)cc1	10%	-4%	3%	-6%	-10%	-22%	-21%	2%
COc1ccc(N2CCN(c3ccc(Cl)nn3)CC2)cc1	-3%	4%	-10%	6%	3%	0%	-29%	28%
CCOC(=O)c1ccc(N=c2scc(C)n2CC)cc1	-7%	7%	-5%	6%	11%	26%	-38%[inhibitor]	-7%[0.397 µM]
Cc1ccc(S(=O)(=O)N(C)C)cc1NC(=O)COC(=O)Cc1ccccc1F	8%	2%	-11%	-5%	-1%	-9%	-31%[inhibitor]	23%
COCCNC(=O)c1cc(-c2ccccc2)sc1N	19%	10%	20%	19%	16%	12%	-25%	23%
COc1cccc(OCCCCCCN2CCOCC2)c1	4%	-4%	3%	-8%	-84%[inhibitor][15.6 µM]	-8%	i	-15%
CN(C)CCCN(C(=O)c1ccc(C(=O)c2ccccc2)cc1)c1nc2ccc(F)cc2s1	-16%	-1%	?	6%	14%	8%&33%	-34%[inhibitor]	?
Cc1ccc(-c2n[nH]c(=S)n2/N=C/c2ccc(C)o2)cc1	8%	2%	-25%	-5%	-8%	-1%	i	0%
O=C(Nc1nncs1)c1ccc(N2C(=O)C3C4C=CC(C4)C3C2=O)cc1 (configuration not stated)	8%	-18%	2%	-6%	2%	25%	-35%[inhibitor]	14%
CC(NC(=O)c1cc2cc(Br)ccc2oc1=N)c1ccccc1 (configuration not stated)	-4%	-5%	9%	13%	12%	nt	-41%[inhibitor]	17%
CCc1nc(SCc2ccccc2C)n[nH]1	4%	0%	-17%	9%	11%	-14%	-25%	5%
NC(=O)NC(=O)CC1S/C(=N/N=C2/NC(=O)CS2)NC1=O (configuration not stated)	4%	1%	0%	-2%	8%	3%	i	12%
CCc1ccc2[nH]c(=O)c(CN(Cc3ccc4c(c3)OCO4)Cc3nnnn3C3CCCC3)cc2c1	1%	-5%	5%	10%	14%	?	i	-16%
CSCCC(C(=O)O)N1C(=O)c2ccc(C(=O)O)cc2C1=O (configuration not stated)	-5%	1%	5%	3%	10µM*	19%	-6%[57.5 µM]	-14%
CCOCCCNC(=O)C1CCN(c2cc(C)nc3c(-c4ccc(OC)c(OC)c4)c(C)nn23)CC1	-5%	-7%	-1%	6%	10%	29%	-10%[57.5 µM]	-7%
Cc1ccc2c(CN3CC(C)CC(C)C3)cc(=O)oc2c1 (configuration not stated)	?	-11%	1%	-6%	10%	4%	i	-11%
COC(=O)COc1nsnc1N1CCOCC1	13%	4%	7%	-6%	7%	-7%	11%	14%
Cc1ccc(-c2nnc(SCC(=O)CC(=O)Nc3ccccc3)n2C)cc1	-1%	-5%	-8%	0%	7%	39%	i	0%
CC(C)(C)NC(=O)CON=C1c2ccccc2-c2ccccc21	-14%	15%	-6%	5%	-1%	nt	-12%	?
COC(=O)C1=C(C)C(c2cccs2)NC(=O)N1C (configuration not stated)	1%	-1%	-1%	0%	-3%	-3%	i	3%
O=C(NCc1cccs1)c1cccc2c(-c3ccc(F)c(F)c3)coc12	4%	-1%	-2%	3%	11%	14%	i	?
CC(C)(C)c1ccc(-c2nc(C#N)c(NCCCn3ccnc3)o2)cc1	-21%	-9%	-10%	0%	-8%	-1%	i	-10%
O=C(CCN1C(=O)S/C(=C\c2ccccc2)C1=O)Nc1ccc(S(=O)(=O)Nc2nccs2)cc1	-23%	5%	?	-3%	9%	nt	-31%[inhibitor]	13%
Cc1cccc(C(=O)NC(C)C(=O)NC(c2nc3ccccc3[nH]2)C(C)C)c1 (configuration not stated)	5%	-12%	-26%	8%	3%	-11%	i	-1%
COC(=O)Cn1cnc2sc(C)c(S(=O)(=O)N3CCN(c4ccccc4OC)CC3)c2c1=O	-3%	-2%	-11%	8%	0%	?	-26%	-19%
COc1cccc(/C=N/NC(=O)CCn2cnc3ccccc32)c1	-4%	-11%	-5%	3%	4%	-1%	i	-18%
CC(C)n1c(SCC(=O)c2ccc3c(c2)OCCO3)nc2c1c(=O)n(C)c(=O)n2C	2%	-3%	-1%	12%	2%	-11%	-10%[57.5 µM]	-21%
CSc1ccc(S(=O)(=O)Nc2ccc3c(c2)NC(=O)CC3)cc1	-30%	-1%	0%	1%	4%	3%	-14%	1%[9.22 µM]
O=C(OCc1nnc(-c2ccccc2)o1)c1ccc2c(c1)C(=O)N(CCc1ccccc1)C2=O	10%	0%	6%	-3%	-8%	1%	i	3%
CC(C)(C)c1cc(C(=O)NC2CC2)n(Cc2ccc(F)cc2)n1	-11%	-2%	-20%	2%	3%	23%	-15%	-2%
O=S(=O)(c1ccc(Br)s1)N1CCN(c2ccccn2)CC1	-5%	21%	-2%	6%	7%	23%	?	-8%
CN1CCN(CC(=O)Nc2nnc(-c3cccs3)s2)CC1	-10%	0%	-7%	0%	15%	-5%	i	0%
COc1ccc(Cn2ccc(=O)c(Cc3c(Cl)cccc3Cl)c2C)cc1	-1%	15%	-12%	-3%	9%	?	-23%[57.5 µM]	13%
O=C1CCCC(O)=C1N=Nc1c(Cl)cc(C(F)(F)F)cc1Cl	1%	12%	-5%	3%	3%	-4%	-16%	4%
O=C(COC(=O)/C=C/c1ccc(S(=O)(=O)N2CCOCC2)cc1)NCc1ccc2c(c1)OCO2	11%	-3%	-9%	7%	14%	27%	7%	-6%[9.22 µM]
O=C(CCNC(=O)C1CCN(S(=O)(=O)c2ccccc2)CC1)NCc1ccccn1	2%	0%	27%	17%	4%	21%	-20%	11%
Cn1cccc1C(=O)NC(=O)CSc1nc2ccccc2s1	14%	1%	2%	-2%	3%	37%	-48%[inhibitor]	24%
O=C(NC1CC1)c1cc2cc(Br)ccc2s1	6%	-8%	-1%	10%	6%	-25%	-21%	?
C=CCNC(=O)c1onc(CSc2cccc3ccccc23)c1C(=O)O	-12%	-10%	-6%	-14%	-2%	-25%	i	-10%
COc1ccc(/C(C)=N/NC(=O)OC(C)(C)C)cc1[N+](=O)[O-]	3%	-1%	-14%	10%	4%	-1%	i	28%
Cc1oc(-c2ccccc2Cl)nc1CS(=O)CC(=O)NCCc1ccccc1 (configuration not stated)	3%	15%	1%	-5%	5%	6%	i	6%
Cc1ccc(C)c(S(=O)(=O)N2CCN(CC(=O)Nc3ccc([N+](=O)[O-])cc3)CC2)c1	-1%	-11%	-1%	-3%	11%	nt	-26%	1%
NC1=NC(=O)/C(=C\c2cccs2)S1	-3%	0%	-13%	4%	6%	28%	i	-8%
CC(=O)N1CCc2c(sc(NC(=O)CN3C(=O)CCC3=O)c2C(N)=O)C1	-11%	-13%	-4%	-20%	18%	-14%	16%	-1%
O=C(CCC1CCCN(C(=O)Cn2cnnn2)C1)NCc1ccc(F)c(F)c1 (configuration not stated)	10%	1%	-16%	-10%	5%	6%	i	-31%[inhibitor][9.22 µM]
CCOC(=O)c1c(C)[nH]c(C(=O)COC(=O)C(C)Oc2ccc(Cl)cc2Cl)c1C (configuration not stated)	?	2%	-27%	-3%	2%	nt	-19%	-14%
O=C(Nc1cccc(C(F)(F)F)c1)C1C2CC3OC(=O)C1C3C2 (configuration not stated)	-1%	-9%	5%	-10%	5%	-9%	?	-7%
CC1C(=O)N(Cc2cn(CCC3OCCO3)nn2)CCS(=O)(=O)N1Cc1ccc(-c2ccccc2)cc1 (configuration not stated)	-10%	0%	-14%	-9%	3%	?	-39%[inhibitor]	?
C/C(=N/NC(=O)c1cc(O)c(O)c(O)c1)c1ccc([N+](=O)[O-])cc1	-8%	-7%	-27%	-5%	-4%	-36%	i	27%
COc1cc2c(cc1NC(=O)CN1C(=O)NC3(CCc4ccccc43)C1=O)oc1ccccc12 (configuration not stated)	-22%	?	8%	14%	-2%	?	-30%	?
COc1cc(OC)cc(C(=O)NNC(=O)Cc2ccc(OC)c(S(=O)(=O)N3CCOCC3)c2)c1	-17%	1%	-3%	15%	17%	nt	-1%	-5%
COC(=O)NNC(=O)COc1cc(C)c(Br)cc1C(C)C	8%	5%	-7%	-8%	4%	32%	i	-9%
Cc1ccccc1CC(=O)N1CCCC(CCC(=O)N2CCN(c3ccccn3)CC2)C1 (configuration not stated)	10%	3%	15%	-2%	-4%	-15%	-44%[inhibitor]	-7%

3 entries from above, sorted by their value in EPAC1 antagonist, highest first:
Compound | EPAC2 antag | EPAC1 antagonist | EPAC2 agonist | PTHR1 agonist
CCc1ccc2[nH]c(=O)c(CN(Cc3ccc4c(c3)OCO4)Cc3nnnn3C3CCCC3)cc2c1 | 1% | 5% | 14% | i
CN1CCN(CC(=O)Nc2nnc(-c3cccs3)s2)CC1 | -10% | -7% | 15% | i
O=S(=O)(c1ccccc1)c1cnn(-c2ccccc2)c1-c1ccc(Cl)cc1 | -3% | -13% | 14% | -16%

Given with two lines to a compound: part of the list above.
Values run as follows: EPAC2 antag	aSyn rescue	EPAC1 antagonist	EPAC1 ag	EPAC2 agonist	FUS yeast rescue	PTHR1 agonist	TDP-43 yeast inh
C/C(=N/NC(=O)c1cc(O)c(O)c(O)c1)c1ccc([N+](=O)[O-])cc1
  -8%	-7%	-27%	-5%	-4%	-36%	i	27%
COc1cc2c(cc1NC(=O)CN1C(=O)NC3(CCc4ccccc43)C1=O)oc1ccccc12 (configuration not stated)
  -22%	?	8%	14%	-2%	?	-30%	?
